Rev-erbA mod: modulates human Rev-erb alpha binding to DNA; Rev-erbα–FITC-DNA binding, fluorescence polarization, 90 min; activity, % at 10 µM; P20393; actives 0.79% (n = 370,000);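 active means activity above about 14%, limit read from the data; passing the limit was not always enough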;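 further: 0% = DMSO wells with 35 nM protein and 100% = DMSO wells with 750 nM protein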
ssDAF-12 act: activates DAF-12 receptor from parasite S. stercoralis. actives 1% (n = 370,000). activation, % at 6.8 µM. HEK293 ssDAF-12/GRIP1 lit1-tk-luc reporter, luminescence; % of 3 µM dafachronic acid response;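 active means activation above the mean over all tested compounds plus 3 SD, cut at about 0.9% in these data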;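 further: 0% = DMSO-only wells and 100% = 3 µM delta7-dafachronic acid wells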
MBD2 DNA inh: blocks human MBD2 binding to methylated DNA; inhibition, % at 4.4 µM; TR-FRET, MBD2 binding to methylated oligonucleotide; actives 0.31% (n = 370,000); AID 686964; in the data active means inhibition above about 13%
DAX1 inh-1: DAX1 (NR0B1) inhibition, primary screen. actives 1.1% (n = 370,000). inhibition, % at 6.8 µM. AID 652010. HEK293T StAR-luciferase reporter, SF-1/DAX-1 repression relief;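 active means inhibition above the mean over all tested compounds plus 3 SD, cut at about 3.6% in these data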;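 further: 0% = DAX-1 cells with DMSO and 100% = cells lacking DAX-1 with DMSO; higher inhibition means more luminescence from relief of DAX-1 repression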
ADAM17 inh: ADAM17 inhibition, QFRET primary screen; recombinant ADAM17, EDANS/DABCYL FRET peptide cleavage; inhibition, % at 6.95 µM; actives 0.83% (n = 370,000);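 active means inhibition above the mean of compounds lying between control limits plus 3 SD, set per campaign, cut at about 8.5% in these data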;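 further: 0% = DMSO-only wells as the low control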
SMARCA2 act: activators of SMARCA2 function; activation, % at 9.1 µM; MG213 cells, MMTV-luciferase reporter, dexamethasone, overnight; actives 1% (n = 370,000); in the data active means activation above about 7.8%;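 further: 0% = vehicle wells and 100% = reference activator wells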
DAX1 inh-2: inhibitors of human orphan nuclear receptor DAX1 (NR0B1) | P51843 | HEK293 Gal4-DAX1 luciferase reporter, luminescence | inhibition, % at 6.75 µM | actives 0.99% (n = 340,000) | AID 504766;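 active means inhibition above the mean over all tested compounds plus 3 SD, cut at about 4.2% in these data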;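 further: 0% = DAX1-transfected cells with DMSO and 100% = empty-vector control cells with DMSO; inhibition shows as a rise in luminescence from relieved DAX1 repression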
PLCg1 inh: blocks human PLC-gamma1 enzyme activity. AID 720700. actives 0.84% (n = 370,000). inhibition, % at 12.2 µM. purified PLC-gamma1, fluorogenic substrate, fluorescence; in the data active means inhibition above about 9.5%
PLCb3 inh: PLC-beta3 (human) inhibition, primary screen | Q01970 | Purified PLC-beta3, fluorogenic substrate, fluorescence | inhibition, % at 12.2 µM | actives 0.18% (n = 370,000); in the data active means inhibition above about 11%;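 further: 0% = median of compound wells on plate and 100% = full blocker control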
hgDAF12 agonist: agonists of H. glycines DAF-12 nuclear receptor. actives 1.8% (n = 370,000). HEK293 GAL4-hgDAF12 UAS-luciferase reporter, agonist luminescence; normalized to butyrate control. AID 687014. activation, % at 6.8 µM;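 active means activation above a cutoff set at the mean of all screened compounds plus 3 SD, cut at about 10% in these data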;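 further: 0% = DMSO wells and 100% = sodium butyrate wells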
hcDAF12 agonist: H. contortus DAF-12 activation, primary screen | HEK293 hcDAF-12 lit1-tk-luc reporter, luminescence; 0% DMSO, 100% Δ7-dafachronic acid | activation, % at 6.8 µM | actives 1.4% (n = 370,000);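 active means activation above the mean of all tested compounds plus 3 SD, cut at about 5.5% in these data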;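 further: 100% = response to 3 µM Δ7-dafachronic acid high control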
* marks the source's active call; other numbers are inactive results; x = no result given. Random draw from the library. Share with any hit: about 7.4%.

SMILES	Rev-erbA mod	ssDAF-12 act	MBD2 DNA inh	DAX1 inh-1	ADAM17 inh	SMARCA2 act	DAX1 inh-2	PLCg1 inh	PLCb3 inh	hgDAF12 agonist	hcDAF12 agonist
COc1ccc(CN(CCNC(=O)CCCCC(=O)NCCN(Cc2ccc(OC)cc2)C(C)C)C(C)C)cc1	-5	-1.8	2	0.1	-3	3	1.0	0	-9	2.5	-1.7
N/C(=N\OC(=O)COc1ccc(Br)cc1Cl)c1ccncc1	1	-0.3	0	4.0*	0	0	2.0	-2	-1	14*	6.3*
COc1ccc(NC(=O)C2(C)Cc3c(-c4cccc(C(N)=O)c4)ccnc3O2)cn1 (centres undefined)	-2	-1.2	-2	-3.0	-1	-3	x	0	-1	2.1	-2.3
N#Cc1ccccc1/C=C/C(=O)N1CCOCC1	-2	-1.3	0	1.1	-1	-4	-0.7	3	-1	1.1	-0.7
COc1ccc(-n2c(Cc3cccn3C)nnc2SCC(=O)Nc2ccc3c(c2)OCO3)cc1	3	-0.9	0	-1.2	0	-2	-2.2	0	3	-0.9	2.7
CN1OC[C@@H]2CN[C@H](c3ccc(-n4ccnc4)cc3)C[C@@H]21	-8	-0.8	-4	-0.6	-6	0	x	0	0	-1.6	-1.9
Cc1ccc(-c2c(C(=O)N/N=C/c3ccc(C)o3)nnn2-c2nonc2N)cc1	4	-1.4	1	-1.6	-1	1	0.9	-10	-18	-2.5	-1.3
NS(=O)(=O)c1ccc(NC(=O)COC(=O)C23CC4CC(CC(C4)C2)C3)cc1	-9	-1.1	1	0.2	6	-2	2.5	1	-2	-1.0	-1.0
CN(c1ccccc1)S(=O)(=O)c1cccc(NS(=O)(=O)c2cccc(C(=O)O)c2)c1	-6	-1.2	-4	-0.7	-1	-2	0.6	-4	-6	-0.7	-0.6
CC(OC(=O)c1ccco1)C(=O)NCc1cccs1 (centres undefined)	5	-0.6	2	0.0	5	-3	-1.6	-1	0	1.1	2.2
COc1ccc(NC(=O)CC(C)=O)c(OC)c1	0	-1.3	1	-0.1	-3	0	0.7	1	-6	1.1	1.0
O=C(CCn1c(=S)oc2ccccc21)NC1CCCCCC1	5	-0.2	-2	-0.4	-2	-2	0.5	1	-10	4.4	0.3
CC(C)CC(=O)Nc1c(C(=O)N2CCN(Cc3ccccc3)CC2)oc2ccccc12	-2	-1.3	-4	-0.8	0	-3	-0.6	7	-1	-1.5	-2.2
N#Cc1c(N)c(C#N)c(-c2ccc(O)cc2)c2c1CCCC2	-8	-1.5	-3	-1.7	-70	0	-0.3	-144	-169	1.9	-1.9
Cc1ccc(NC(=S)NNC(=O)c2cn(C)nc2C)cc1	-1	-0.4	-1	0.7	-3	-2	1.7	1	-1	-4.2	-1.3
O=C(CN1CCN(c2ccccc2O)CC1)Nc1ccc(S(=O)(=O)N2CCCCCC2)cc1	-2	-1.1	-7	-2.3	5	-4	-2.7	1	-10	-3.6	-1.7
O=C(c1cc(-c2cccnc2)nc2ccc(Cl)cc12)N1CCN(S(=O)(=O)c2cccs2)CC1	-2	-1.0	1	-4.3	2	-1	-1.1	-4	-9	0.6	0.7
CCOc1ccc(NC(=O)CCC(=O)NNC(=O)Nc2ccc(Cl)cc2)cc1	3	-1.4	0	-0.4	-1	-1	x	0	2	4.3	0.6
COc1cccc(NC(=S)N(CCCN2CCCC2)Cc2ccco2)c1	-6	-1.2	0	2.4	-8	-2	0.3	-1	-7	-0.6	-1.2
NCCNC[C@@H]1COC2(CCCCCCCCCCC2)O1	-2	-1.1	-8	0.8	1	-2	x	5	-1	3.5	1.2
Cc1noc(C)c1CSc1nnc(-c2c[nH]c3ccccc23)n1-c1ccc(Cl)cc1	0	-1.4	-1	-0.2	-1	1	-0.2	0	0	3.1	0.4
CCN(CC)CCCN=Cc1c(O)n(-c2cccc(C)c2)c(=O)c2ccccc12	-1	-2.3	-2	0.0	-46	2	x	-51	-64	-0.6	0.5
COC(=O)c1ccccc1NC(=O)Cn1nc(C(F)(F)F)c2c1CCC2	3	-0.8	1	-1.0	1	-3	-1.4	-5	-5	-2.7	0.9
COc1ccc(OC)c2nc3c(cc12)CCC3	-4	-0.9	3	0.4	-3	-2	0.1	-17	-31	-1.8	-0.8
CCOc1ccc2nc(Cl)sc2c1	-2	-0.5	1	-0.2	-3	4	1.4	1	-1	1.7	-1.1

The list goes on:
SMILES	Rev-erbA mod	ssDAF-12 act	MBD2 DNA inh	DAX1 inh-1	ADAM17 inh	SMARCA2 act	DAX1 inh-2	PLCg1 inh	PLCb3 inh	hgDAF12 agonist	hcDAF12 agonist
O=C(NC(=S)N1CCOCC1)c1cn(-c2ccccc2)nc1-c1ccccc1	4	-1.6	2	-2.4	-1	-1	-0.4	-2	-9	0.4	-0.1
CC(OC(=O)c1cc2sccc2n1C)C(=O)NCc1ccco1 (centres undefined)	4	-1.6	-5	-1.0	2	-2	-1.5	2	5	0.0	0.5
CNC(=O)c1ccc(-c2cc3onc(-c4ccccc4)c3c(=O)n2C)cc1	-2	-1.1	1	0.5	-1	3	0.7	-4	-5	1.0	2.4
OC[C@H]1O[C@@H](n2cnc3c(Nc4ccccc4)ncnc32)[C@H](O)[C@@H]1O	9	-0.8	2	2.8	-5	-2	1.0	2	-1	-0.5	-2.0
CN(C)Cc1c(C(=O)N/N=C/c2cccnc2)nnn1-c1nonc1N	-3	-0.2	3	0.1	-2	1	0.7	1	-6	2.4	-1.8
O=C(CCc1ccccc1)NNC(=O)COc1ccc([N+](=O)[O-])cc1	-3	-0.8	-2	1.4	0	2	0.7	4	-3	4.2	0.9
NS(=O)(=O)c1cccc(NC(=O)COC(=O)c2ccc(S(=O)(=O)N3CCOCC3)cc2)c1	-5	-1.2	-4	0.6	2	2	0.0	4	-1	1.8	0.0
O=C(c1cccc(S(=O)(=O)N2CCOCC2)c1)N1CCN(Cc2ccc3c(c2)OCO3)CC1	-4	-1.8	4	-1.1	-1	-1	-0.2	1	-3	0.8	-0.5
N#CCn1cnc2sc(-c3ccccc3)cc2c1=O	-10	-0.7	-2	-0.2	-3	9.1*	-1.0	-15	-14	3.7	0.5
Cc1oc2cc3oc(=O)c(CCC(=O)NCCN4CCOCC4)c(C)c3cc2c1C	1	-1.5	-1	1.2	-85	3	2.0	-285	-390	2.5	-0.6
Nc1nc(SCC(=O)NCc2ccccc2Cl)[nH]c(=O)c1NC(=O)c1ccccc1F	-6	-1.5	4	0.1	2	-1	-0.5	-1	3	4.3	-0.3
CCc1nc(Nc2ccc3c(c2)OCO3)c2oc3ccccc3c2n1	0	-1.3	-3	-1.4	-13	0	1.4	-136	-165	-1.4	-3.1
CN(CC(=O)NCc1ccc2c(c1)OCO2)S(=O)(=O)c1ccc(F)cc1	-1	-0.8	1	-0.2	1	-1	-1.1	5	4	-0.9	0.3
CCS(=O)(=O)c1nc(S(=O)(=O)c2ccc(C)cc2)c(N2CCC3(CC2)OCCO3)s1	1	-1.1	-4	-0.3	-3	-2	-0.4	-1	-8	-1.9	0.5
O=C(NCC1CC1)C1(C(F)(F)F)C/C(=C\Cc2ccccc2)CCCO1 (centres undefined)	-1	-1.3	0	0.1	0	1	0.6	3	3	2.1	-2.4
CCOc1ccccc1NC1=C(Cl)C(=O)N(Cc2ccccc2)C1=O	2	-1.1	3	-1.1	2	0	0.5	-3	-7	-2.0	1.6
COc1cc(/C=C/C(=O)OCC(=O)c2ccc(OC(F)F)cc2)ccc1O	9	-1.5	0	0.2	-5	1	-0.6	-14	-19	-1.7	-1.3
COc1ccccc1C(=O)NCCC(=O)NCCC12CC3CC(CC(C3)C1)C2	-5	-1.1	-2	1.4	5	-2	-0.6	9	-4	-1.7	-2.1
COC(=O)C1CCCCN1C(=O)c1cccc(OC2CCN(C(=O)C3CC3)CC2)c1 (centres undefined)	-1	0.3	-2	0.0	0	-2	0.8	1	-1	-1.2	0.1
Cc1ccc(S(=O)(=O)NC(=O)Nc2nccs2)cc1	-1	-0.2	-3	-0.1	0	-1	-0.3	0	-8	-1.5	0.0

A section from further up, for reference:
SMILES	Rev-erbA mod	ssDAF-12 act	MBD2 DNA inh	DAX1 inh-1	ADAM17 inh	SMARCA2 act	DAX1 inh-2	PLCg1 inh	PLCb3 inh	hgDAF12 agonist	hcDAF12 agonist
COc1cc(/C=C/C(=O)OCC(=O)c2ccc(OC(F)F)cc2)ccc1O	9	-1.5	0	0.2	-5	1	-0.6	-14	-19	-1.7	-1.3
COc1ccccc1C(=O)NCCC(=O)NCCC12CC3CC(CC(C3)C1)C2	-5	-1.1	-2	1.4	5	-2	-0.6	9	-4	-1.7	-2.1

A section of the results above, as a working copy:
SMILES	Rev-erbA mod	ssDAF-12 act	MBD2 DNA inh	DAX1 inh-1	ADAM17 inh	SMARCA2 act	DAX1 inh-2	PLCg1 inh	PLCb3 inh	hgDAF12 agonist	hcDAF12 agonist
CC(OC(=O)c1cc2sccc2n1C)C(=O)NCc1ccco1 (centres undefined)	4	-1.6	-5	-1.0	2	-2	-1.5	2	5	0.0	0.5
CNC(=O)c1ccc(-c2cc3onc(-c4ccccc4)c3c(=O)n2C)cc1	-2	-1.1	1	0.5	-1	3	0.7	-4	-5	1.0	2.4
OC[C@H]1O[C@@H](n2cnc3c(Nc4ccccc4)ncnc32)[C@H](O)[C@@H]1O	9	-0.8	2	2.8	-5	-2	1.0	2	-1	-0.5	-2.0
CN(C)Cc1c(C(=O)N/N=C/c2cccnc2)nnn1-c1nonc1N	-3	-0.2	3	0.1	-2	1	0.7	1	-6	2.4	-1.8
O=C(CCc1ccccc1)NNC(=O)COc1ccc([N+](=O)[O-])cc1	-3	-0.8	-2	1.4	0	2	0.7	4	-3	4.2	0.9
NS(=O)(=O)c1cccc(NC(=O)COC(=O)c2ccc(S(=O)(=O)N3CCOCC3)cc2)c1	-5	-1.2	-4	0.6	2	2	0.0	4	-1	1.8	0.0
O=C(c1cccc(S(=O)(=O)N2CCOCC2)c1)N1CCN(Cc2ccc3c(c2)OCO3)CC1	-4	-1.8	4	-1.1	-1	-1	-0.2	1	-3	0.8	-0.5
N#CCn1cnc2sc(-c3ccccc3)cc2c1=O	-10	-0.7	-2	-0.2	-3	9.1*	-1.0	-15	-14	3.7	0.5
Cc1oc2cc3oc(=O)c(CCC(=O)NCCN4CCOCC4)c(C)c3cc2c1C	1	-1.5	-1	1.2	-85	3	2.0	-285	-390	2.5	-0.6
Nc1nc(SCC(=O)NCc2ccccc2Cl)[nH]c(=O)c1NC(=O)c1ccccc1F	-6	-1.5	4	0.1	2	-1	-0.5	-1	3	4.3	-0.3
CCc1nc(Nc2ccc3c(c2)OCO3)c2oc3ccccc3c2n1	0	-1.3	-3	-1.4	-13	0	1.4	-136	-165	-1.4	-3.1
